# SIAH1 antagonists: Siah-1 peptide-binding antagonists, primary screen, biochemical, fluorescence polarization, rhodamine-plectin, uHTS (AID 1817); 290,000 tested, 0.02% active; Siah-1 / rhodamine-plectin peptide fluorescence polarization; higher % means a stronger effect; displacement, % at 20 µM; hits with a dose series show IC50 in µM;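 active = displacement of at least 50% at 20 µM, with a fluorescence ratio check between 0.3 and a set limit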;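 also: plate controls were Siah plus tracer with DMSO for no effect and tracer alone without Siah for full effect; strong numbers were not always called active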
# P. falciparum M1AAP: malaria alanyl aminopeptidase activity blockers – biochemical, fluorogenic H-Leu-NHMec substrate, 1536-well (AID 1445). 220,000 tested, 0.42% active. one-dose inhibition, % at 30 µM; IC50 in µM for titrated hits. recombinant M1AAP, H-Leu-NHMec fluorogenic kinetic assay; higher % means a stronger effect;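 active = primary inhibition above the hit cutoff, then over 50% inhibition at one or more dose response concentrations, cut at about 23% in these data, passing the limit was not always enough; inconclusive = conflicting primary data, or primary hits not chosen for dose response; inactive = low primary inhibition, or under 50% at every dose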;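 also: plate controls were DMSO full reaction for no effect and no enzyme background for full effect; strong numbers were not always called active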
# P. falciparum M17LAP: P. falciparum M17LAP inhibitors, primary screen, biochemical, fluorogenic H-Leu-NHMec substrate, 1536-well (AID 1619). recombinant M17LAP, H-Leu-NHMec fluorogenic kinetic assay; higher % means a stronger effect. inhibition, % at 30 µM, or IC50 in µM where a hit was titrated. 220,000 tested, 0.38% active;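 active = compound inhibiting the enzyme by more than half at any dose during confirmatory dose-response retesting; inconclusive = strong single-dose inhibitors picked by rank but not retested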;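 also: plate controls were full reaction with DMSO carrier for no effect and no enzyme background for full effect; strong numbers were not always called active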
# XIAP antagonists: small molecules displacing peptide from XIAP – biochemical, IAP family, fluorescence polarization (AID 1018). XIAP BIR domain, fluorescence polarization peptide displacement; higher % means a stronger effect. one-dose displacement, % at 20 µM; IC50 in µM for titrated hits. 200,000 tested, 0.007% active; in the data active = displacement above about 50%; also: a part of the inactive calls stands beside numbers as strong as those of hits
# NOD2 inhibition: inhibition of NOD2-driven NF-kB reporter – cell-based, luminescence, uHTS, HEK293 (AID 1566) | HEK293 NOD2/NF-kB luciferase reporter, luminescence; higher % means a stronger effect | inhibition, % at 4 µM; hits with a dose series show EC50 in µM | 290,000 tested, 0.63% active; also: many of its hits are not listed in these tables
# AID2073: disruptors of CaV2.2 binding to Mint1 – biochemical, HTRF (AID 2073). HTRF protein-protein interaction, Mint1-CaV2.2; higher % means a stronger effect. inhibition, % at 20 µM, or IC50 in µM where a hit was titrated. 290,000 tested, 0.19% active; in the data active = inhibition mostly above about 51%, no sharp cut-off; inconclusive = no clear call, values can overlap the other calls; inactive = mostly below about 53%; also: some results filed as inactive read as strong as hits
# LYP inhibition: PTPN22 lymphoid phosphatase activity blockers – biochemical, fluorescence intensity, uHTS (AID 1779) | recombinant LYP phosphatase, fluorescence intensity; higher % means a stronger effect | one-dose inhibition, % at 11.5 µM; IC50 in µM for titrated hits | 290,000 tested, 0.054% active;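 also: plate controls were vehicle with enzyme for no effect and no enzyme for full effect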
# Hep lipid drop: modulators of hepatic lipid droplet formation. inhibition, % at 6.5 µM. 240,000 tested, 0.4% active. AID 1656. AML12 mouse hepatocytes, oleate lipid droplets, BODIPY imaging;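 active = lipid droplet intensity inhibited by at least 50%, with more than 500 cells counted; inconclusive = wells with under 300 cells, treated as cytotoxic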
#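 System: AML12 hepatocytes (mouse). Probe or stimulus: oleic acid at 100 µM to induce lipid droplet formation. Times: overnight treatment with compound plus oleate. Detection: Image-based BODIPY and DAPI two-channel analysis. Evaluation: percent inhibition of filter-corrected integrated lipid droplet intensity per well.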
# ER stress rescue: rescue of cells from ER stress-induced death, primary screen, 384-well, CSM14.1, thapsigargin, ATP luminescence (AID 1222); CSM14.1 thapsigargin-induced death rescue, ATP luminescence; higher % means a stronger effect; cellular ATP content (survival), % at 20 µM; hits with a dose series show EC50 in µM; 190,000 tested, under 10 active;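 active = EC50 below 50 µM in the dose-response confirmation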;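 also: death triggered by thapsigargin at about 15 µM added after 2 h compound pretreatment; cell ATP read after overnight thapsigargin exposure of roughly 18 to 22 hours; normalized against plate controls of thapsigargin alone and 5% DMSO vehicle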
# Hep lipid drop cells 6.5 µM: recorded beside Hep lipid drop, whose call it bears; cell count; measured here: cell count, cytotoxicity flag;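 cells counted across two imaged fields per well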
# * = called active by the depositor; ? = inconclusive; / = no result given. Rule as the data show it, unless noted: active = inhibition above about 50%; inactive = the rest. This is a subset; the hit share may differ from the screen's.
SMILES,SIAH1 antagonists,P. falciparum M1AAP,P. falciparum M17LAP,XIAP antagonists,NOD2 inhibition,AID2073,LYP inhibition,Hep lipid drop,Hep lipid drop cells 6.5 µM,ER stress rescue
Cc1cc(C)n(-c2nc3ccccc3nc2N2CCN(C(=O)c3ccc(Cl)cc3)CC2)n1,0%,5%,8%,2.5%,6%,12%,-6%,-1,760,-1.6%
COc1ccccc1NC(=O)c1ccc2[nH]c(C)c(C)c2c1,9%,/,/,/,-22%,5%,-4%,-1,403,/
Cc1cccc(N2CCN(S(=O)(=O)c3cccc4nonc34)CC2C)c1 (stereo unspecified),5%,4%,-4%,-5.4%,14%,2%,0%,-23,696,-1.5%
CC(C)c1onc(C(=O)NCc2ccccn2)c1[N+](=O)[O-],-3%,-2%,-2%,-13%,6%,8%,-7%,-5,645,-8.8%
CCN(CC(=O)NCc1ccc(F)cc1)C(=O)/C=C/c1ccc(OC)c(S(=O)(=O)NC(C)C)c1,0%,/,/,/,-27%,8%,-3%,-141,394,/
Cc1cc2nc3s/c(=C/c4ccc(-c5ccccc5C(=O)O)o4)c(=O)n3c2cc1C,-2%,/,/,/,-11%,22%,-3%,1,800,/
N#CCC(=O)N1CCCCCC1,0%,1%,4%,-0.4%,6%,4%,-16%,/,/,-1.5%
Cc1sc(N)nc1C12CC3CC(CC(C3)C1)C2,3%,-4%,-6%,0.0%,1%,-5%,-2%,0,649,2.7%
CCCN1Cc2cccc(C(=O)N3CCN(c4ccccc4)CC3)c2C1=O,2%,0%,2%,-5.0%,-2%,0%,-3%,-11,789,5.2%
CCOc1cc(NC(=S)NCCCN2CCOCC2)c(OCC)cc1NC(=O)c1ccc(OC)cc1,0%,7%,2%,-1.8%,16%,0%,-4%,0,703,2.4%
CCOc1ccc(Br)cc1/C=N/O,4%,13%,7%,-1.2%,10%,33%,-1%,-1,672,-0.3%
Cn1nc(-c2ccccc2)c2nc3ccccc3nc21,5%,11%,-7%,-27%,-16%,29%,-2%,/,/,0.9%
CCOC(=O)N1CCN(C(=O)c2ccc3c(c2)sc2nc(-c4ccccc4)cn23)CC1,1%,73µM*,8%,-20%,-65%,-42%,1%,/,/,-1.7%
O=C(CCc1ccccc1)NCC1(c2ccccc2)CCCC1,3%,/,/,/,4%,-6%,-4%,-14,821,/
OC(COC1CCCCC1)CN1CCN(c2ccccc2)CC1 (stereo unspecified),-6%,5%,5%,-11%,-4%,4%,-1%,0,633,-0.8%
CC(C)NC(=O)C1CCN(C(=O)N(C)C)CC1,1%,0%,4%,-0.9%,-6%,20%,-4%,-7,716,-1.4%
CC(Oc1ccc(Br)cc1Br)C(=O)Nc1cccnc1Cl (stereo unspecified),1%,/,/,/,17%,19%,-8%,9,710,/
O=C1N/C(=N\N=C\c2cccs2)SC1Cc1cccc(Cl)c1 (stereo unspecified),-5%,5%,5%,-8.6%,19%,1%,-5%,3,707,-0.8%
O=C(COC(=O)c1n[nH]c2ccccc12)Nc1ccccc1,0%,2%,-2%,-2.3%,-24%,2%,-2%,13,685,0.0%
Cc1ccc(CNC(=O)CSc2nc3n[nH]c(C)c3c(=N)n2-c2cccc(C)c2)cc1,-3%,10%,-8%,-3.9%,7%,6%,5%,-34,749,4.1%
CC(=O)Nc1ccc(C(F)(F)F)cc1Cl,0%,5%,-7%,/,7%,?,-10%,1,633,/
C[C@@H]1CC=C[C@H]2[C@H]1C(=O)N(Cc1ccccc1)[C@H]2c1ccc2ccccc2c1Br,8%,1%,0%,/,-7%,23%,1%,-14,732,/
COc1ccc(NC(=O)C2CC(=O)N(c3cc(C)ccc3C)C2)cc1 (stereo unspecified),0%,-1%,6%,-4.7%,-5%,12%,-1%,-11,676,/
CNC(=O)CSc1nnc(-c2cccs2)o1,31%,7%,-3%,-2.4%,-9%,2%,1%,7,778,1.1%
COc1cc(NC(=O)COc2ccccc2[N+](=O)[O-])ccc1NC(=O)c1ccco1,7%,/,/,/,8%,67%,-8%,-7,653,/
CCN(Cc1ccccc1)S(=O)(=O)c1ccc(C(=O)Nc2nnc(-c3ccccc3OC)o2)cc1,-3%,-2%,5%,-3.7%,42%,6%,-2%,8,409,-0.3%
CCn1cc(C(=O)N2CC=C(c3ccccc3)CC2)c(=O)c2ccc(C)nc21,-5%,4%,12%,-2.8%,11%,-2%,-6%,-27,702,0.4%
O=C(Nc1ccc(F)cc1)Nc1nnc(-c2ccco2)s1,-6%,7%,7%,-8.0%,-48%,22%,-1%,1,719,-0.4%
CCOc1ccc(Br)cc1S(=O)(=O)N1CCSC1,-2%,/,/,/,-5%,7%,-8%,/,/,/
COc1ccc(C2N(C(=O)N(C)C)CCN2S(=O)(=O)c2ccc(OC)cc2)cc1 (stereo unspecified),-2%,/,/,/,21%,7%,-11%,-3,781,/
O=C(COC(=O)/C=C/c1ccc([N+](=O)[O-])cc1)NCC1CCCO1 (stereo unspecified),2%,2%,3%,-4.7%,-7%,7%,7%,1,699,-0.9%
COc1cc(Cn2c(-c3nonc3N)nc3ccccc32)ccc1C,2%,8%,5%,0.2%,-9%,3%,4%,-9,756,/
CN(C)c1ccc(CNc2ncnc3sccc23)cc1,-8%,/,/,/,43%,-3%,-8%,-1,785,/
N#Cc1cncc(C#Cc2ccccc2)c1,0%,/,/,/,12%,15%,-6%,/,/,/
COc1ccc(OC)c(N/C=C/C(=O)c2ccc(OC)c(OC)c2)c1,-4%,/,/,/,-1%,16%,-2%,1,830,/
CCCOc1ccc(C(=O)CCC(=O)OCC(=O)N(C)c2c(N)n(Cc3ccccc3)c(=O)[nH]c2=O)cc1,0%,/,/,/,-10%,4%,-6%,14,592,/
COCCn1c(-c2ccccc2F)n[nH]c1=S,2%,9%,-3%,-8.4%,1%,2%,-12%,12,766,-1.5%
COCCNC(=O)NC(=O)CSc1nc(C)c(C)c(C)n1,16%,4%,-8%,-8.3%,12%,4%,0%,6,650,1.4%
O=C(COc1ccccc1-c1ccccc1)N/N=C/c1ccccn1,11%,7%,-6%,1.9%,7%,17%,-3%,10,726,0.9%
O=C(Cn1ccc2ccccc2c1=O)NCC(=O)N1CCN(c2ccc(F)cc2)CC1,-2%,/,/,/,-12%,0%,-6%,1,775,/

# Full records as entered above. Order of values: SIAH1 antagonists, P. falciparum M1AAP, P. falciparum M17LAP, XIAP antagonists, NOD2 inhibition, AID2073, LYP inhibition, Hep lipid drop, Hep lipid drop cells 6.5 µM, ER stress rescue
# Results for `CN(C)c1ccc(CNc2ncnc3sccc23)cc1` = -8%, /, /, /, 43%, -3%, -8%, -1, 785, /
# Results for `O=C(COc1ccccc1-c1ccccc1)N/N=C/c1ccccn1` = 11%, 7%, -6%, 1.9%, 7%, 17%, -3%, 10, 726, 0.9%

# More records:
SMILES,SIAH1 antagonists,P. falciparum M1AAP,P. falciparum M17LAP,XIAP antagonists,NOD2 inhibition,AID2073,LYP inhibition,Hep lipid drop,Hep lipid drop cells 6.5 µM,ER stress rescue
CCn1c(CSc2nc3ccccc3s2)nnc1SCC(N)=O,-2%,-1%,2%,-0.4%,-4%,-3%,-4%,/,/,-1.4%
COc1ccc(S(=O)(=O)N2CCC(C(=O)NCc3ccco3)CC2)cc1,0%,12%,-2%,-4.5%,-4%,-2%,-8%,-4,708,/
O=C(NC(=S)NCC1CCCO1)c1cccs1 (stereo unspecified),5%,2%,14%,-2.7%,3%,-4%,-3%,5,639,-0.9%
CC(C)c1ccc(C(=O)N2CCN(CCO)CC2)cc1,0%,2%,-2%,-5.3%,7%,0%,-9%,/,/,2.1%
COC(=O)C1CCN(C(=O)C23CCC(C)(C(=O)O2)C3(C)C)CC1 (stereo unspecified),-2%,4%,-2%,-5.8%,3%,2%,-6%,-3,684,/
CC(C)(C)c1ccc(OCC(=O)N/N=C/c2cc(Br)ccc2OC(=O)c2ccco2)cc1,0%,-3%,-6%,-5.1%,18%,-4%,-5%,/,/,-1.3%
Cc1ccc2c(c1)/C(=C/c1ccccc1F)C(=O)N2,3%,/,/,/,19%,4%,-2%,-6,842,/
Clc1ccc(C2=NOC(c3nnc(-c4ccccc4)o3)C2)cc1 (stereo unspecified),2%,9%,12%,/,11%,0%,-4%,-25,761,/
CCSc1n[nH]c(=S)s1,-2%,2%,22%,-4.6%,11%,-1%,-1%,-10,685,-1.7%
COc1ccc(S(=O)(=O)Nc2ccc(O)c3ccccc23)cc1,1%,5%,0%,-15%,21%,-2%,-4%,-21,610,/
COc1ccccc1NS(=O)(=O)c1cc(NC(=O)Cn2cnc3c2c(=O)n(C)c(=O)n3C)ccc1C,0%,14%,0%,-9.5%,15%,-2%,-4%,-36,618,-1.2%
CCOC(=O)c1cc(C)sc1NC(=O)CCC(=O)O,3%,-5%,5%,-4.2%,-16%,-2%,6%,-7,773,-1.9%
CCOP(=O)(OCC)C(NC(=O)Nc1ccc(C)cc1)C(N)=O (stereo unspecified),8%,4%,2%,/,28%,2%,-4%,8,725,/
CCOC(=O)c1csc(NC(=O)C2=COCCO2)n1,1%,/,/,/,-26%,-4%,-8%,-16,669,/
Cc1ccc(NC(=O)Nc2sc(=S)n(C)c2C)cc1,5%,-1%,10%,-12%,16%,24%,-1%,20,795,4.4%
CCOC(=O)c1sc(=S)n(-c2cccc(C(F)(F)F)c2)c1SC,-1%,7%,1%,-3.1%,6%,34%,4%,/,/,2.8%
Cc1cc(OCC(=O)N(C(C)C)C(C)C)ccc1Cl,3%,3%,3%,2.9%,-8%,-8%,-3%,3,639,-0.1%
COc1cc(C(=O)Nc2cccc(-n3cnnn3)c2)cc(Cl)c1OC,-1%,/,/,/,20%,2%,-2%,13,734,/
COc1ccc(CN(Cc2ccccn2)C(=O)CN2C(=O)C(C)Oc3ccccc32)cc1 (stereo unspecified),0%,1%,12%,-2.0%,-20%,9%,2%,/,/,-1.2%
O=C(CN(Cc1ccc(Cl)cc1)S(=O)(=O)c1ccccc1)NCC1CCCO1 (stereo unspecified),0%,/,/,/,0%,4%,-5%,-12,827,/
COc1ccc2cc(Br)ccc2c1CC(=O)NC(C)C,-1%,6%,5%,-3.7%,7%,17%,-6%,0,606,1.8%
CCOC(=O)CCNC(=O)N1CCC(CCC(=O)NCc2ccc(F)cc2)CC1,-10%,/,/,/,-4%,34%,-4%,-3,860,/
O=C(Nc1cc(C(F)(F)F)ccc1Cl)c1cc(C2CC2)on1,6%,5%,4%,-5.7%,13%,22%,-3%,-26,648,-2.4%
